Hep lipid drop: inhibitors of hepatocyte lipid droplet formation, primary screen, imaging, high-throughput imaging, BODIPY stain; inhibition, % at 6.5 µM; actives 0.4% (n = 240,000); AML12 mouse hepatocytes, oleate lipid droplets;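 active means lipid droplet intensity inhibited by at least 50%, with more than 500 cells counted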
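Assay system: AML12 mouse liver cells | Compound: 6.5 µM single-point dosing | Schedule: Overnight exposure | Technique: Fluorescence imaging, 20x objective, two fields per well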
CSM14.1 death rescue: rescue of cells from ER stress-induced death, primary screen, 384-well, CSM14.1, thapsigargin, ATP luminescence (AID 1222). 190,000 tested, under 10 active. CSM14.1 thapsigargin-induced death rescue, ATP luminescence; higher % means a stronger effect. cellular ATP content (survival), % at 20 µM; hits with a dose series show EC50 in µM;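 active means EC50 below 50 µM in the dose-response confirmation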;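 further: death triggered by thapsigargin at about 15 µM added after 2 h compound pretreatment; cell ATP read after overnight thapsigargin exposure of roughly 18 to 22 hours; normalized against plate controls of thapsigargin alone and 5% DMSO vehicle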
Autophagy HCS: autophagy modulators in MEF cells, primary screen, imaging, high-content, MEF GFP-LC3. MEF GFP-LC3 puncta imaging; test concentration mostly 10 µM. calls only at 10 µM (by protocol). actives 0.98% (n = 190,000);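 active means percentage of spot-positive cells more than 3 SD above its plate mean, without a fluorescence outlier flag or 80% toxicity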;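 further: spot-positive cell cutoff set from DMSO-treated cells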
MT stabilizer: microtubule stabilizers in HeLa cells, primary screen, imaging, high-content imaging | HeLa tubulin immunostaining HCS, 24 h; share of cells brighter than vehicle mean+2SD | % tubulin-high responders, % at 10 µM | actives 0.83% (n = 200,000) | AID 2205, 2009;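 active means plate Z-score above 3 for both tubulin-high and condensed-nucleus cell shares, with cell loss under 80%, at 10 µM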;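 further: anti alpha tubulin signal scored within the nucleus-defined area of each cell; some results filed as inactive read as strong as hits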
Salmonella PhoP GFP: inhibitors of PhoP regulon expression, primary screen, Salmonella Typhimurium, GFP reporter (AID 1863) | inhibition, % at 50 µM, or IC50 in µM where a hit was titrated | actives 0.16% (n = 300,000) | S. Typhimurium PhoP-regulated promoter GFP reporter, 4 h; higher % means a stronger effect;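 active means inhibition over 29.93%, a cutoff 3 SD above the screen mean, later confirmed by dose response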;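 further: 0% = low Mg2+ inducing control and 100% = high Mg2+ repressing control; strong numbers were not always called active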
bCat nuc transl: modulators of beta-catenin nuclear translocation, primary screen, imaging, HeLa cells, immunofluorescence, high-content; actives 0.3% (n = 190,000); AID 1665, 2009; nuclear translocation activity, % at 5 µM;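 active means nuclear translocation activity above 50% at 5 µM, with a well cell count of 50 or more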;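 further: per-cell ratio of nuclear to cytoplasmic median beta-catenin stain intensity; plate controls were DMSO negative control for no effect and GSK-3 inhibitor IX positive control for full effect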
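Test system: human HeLa cells, native beta-catenin. Compound dosing: 5 µM primary single dose, 0.1% DMSO, 0.02–20 µM confirmation series. Incubation: compound exposure 24 h at 37°C. Detection: beta-catenin immunostaining with DAPI counterstain, 20x imaging, 6 fields/well. Read-out basis: Nuclear/cytoplasmic beta-catenin signal ratio, % activation.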
Insulin prom up: insulin promoter activators in MIN6 cells, imaging, high-content screening, mouse beta cells | MIN6 insulin promoter-GFP reporter; active compounds read high | z-score at 5 µM | actives 0.3% (n = 190,000) | AID 1625, 2009;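 active means z-score above 3 at 5 µM with at least 500 cells counted in the well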
Dynein cargo inh: inhibitors of GR-EGFP nuclear translocation, primary screen, dynein cargo transport inhibitor project, imaging, high-content, 3617.4 mouse cells. test concentration mostly 20 µM; stimulated with dexamethasone, 1 µM; active compounds read low. z-score, hits read low. actives 0.47% (n = 220,000). AID 1381, 2008;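 active means plate z-score of nuclear minus cytoplasmic receptor signal below a set negative limit, without overly bright fluorescence or cell loss, cut at about -3.5 in these data, passing the limit was not always enough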;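 further: z-score of nuclear minus cytoplasmic ring GR-EGFP intensity difference per well; some compounds called inactive have numbers as strong as hits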
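Medium: Induction medium lacking tetracycline, stripped serum | Probe or stimulus: 1.0 µM final dexamethasone stimulus | Schedule: 48 h induction, then 1 h compound, then 30 min agonist, 37 °C | Signal: Automated 10x imaging of fixed Hoechst-stained cells | Evaluation: Per-cell GR-EGFP intensity, nucleus versus surrounding cytoplasmic ring, well-averaged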
T cell HTS: modulators of CD8 T cell-vesicle binding, primary screen, mouse 2C CD8+ T cells, flow cytometry | calls only at 7 µM | AID 2052, 2009 | actives 0.068% (n = 330,000) | 2C CD8+ T cell-vesicle binding; active compounds read low;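 active means response, share of CD8 T cells binding vesicles, and their 90th percentile fluorescence all below set limits, cut at about 80% in these data, passing the limit was not always enough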
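Also added: QL9-peptide-loaded Drosophila micro-vesicles bearing Ld, ICAM-1 and B7-1; Test system: purified 2C TCR transgenic mouse naive CD8+ T cells; Measured by: cytometric PE anti-B7-1 and Alexa647 anti-CD8 signals after 1% paraformaldehyde fixation; Timing: binding step 1.5 h, 37 °C, antibody labelling 20 min, ice.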
Dynein cargo inh cytoplasmic EGFP: also measured in Dynein cargo inh; calls as there; z-score; measured here: cytoplasmic GR-EGFP intensity; active compounds read high
Dynein cargo inh nuclear GR-EGFP: further read-out of Dynein cargo inh, marked with its call; z-score; measured here: nuclear GR-EGFP intensity;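 lower value marks the stronger effect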
Dynein cargo inh cell count: recorded beside Dynein cargo inh, whose call it bears; z-score; measured here: cell count per field
Insulin prom up cell count: also measured in Insulin prom up; calls as there; cell count; measured here: cytotoxicity, nuclei count;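 total cells summed across four imaged fields per well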
Hep lipid drop cells 6.5 µM: second read-out of Hep lipid drop, no call of its own (marks repeat the call); cell count; measured here: cell count, cytotoxicity flag;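 cells counted across two imaged fields per well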
bCat nuc transl cell count 5 µM: also measured in bCat nuc transl; calls as there; cell count; measured here: cell count, cytotoxicity flag
T cell HTS vesicle-bound %: further read-out of T cell HTS, marked with its call; double positive events, %; measured here: CD8+ vesicle-bound cell fraction;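 binding gate set so that unloaded-vesicle control wells show 10% double positive cells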
MT stabilizer Hoechst-high %: further read-out of MT stabilizer, marked with its call; % Hoechst-high responders; measured here: nuclear condensation Hoechst responders;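 share of cells brighter than vehicle mean plus two SD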
MT stabilizer cytotoxicity %: recorded beside MT stabilizer, whose call it bears; toxicity, %; measured here: cytotoxicity by cell density;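 0% = mean cell density of plate MIN control wells and 100% = no cells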
Autophagy HCS cell loss 18 h: second read-out of Autophagy HCS, no call of its own (marks repeat the call); toxicity, %; measured here: cell loss, nuclei count;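 cell loss after 18 h compound exposure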
* hit, by the source's call; i = inactive; x = not tested or not shown; + = active, no number.

Below each compound: Hep lipid drop	Hep lipid drop cells 6.5 µM	CSM14.1 death rescue	Autophagy HCS	Autophagy HCS cell loss 18 h	MT stabilizer	MT stabilizer Hoechst-high %	MT stabilizer cytotoxicity %	Salmonella PhoP GFP	bCat nuc transl	bCat nuc transl cell count 5 µM	Insulin prom up	Insulin prom up cell count	Dynein cargo inh	Dynein cargo inh cytoplasmic EGFP	Dynein cargo inh nuclear GR-EGFP	Dynein cargo inh cell count	T cell HTS	T cell HTS vesicle-bound %
COc1ccc(CSC(=N)N)cc1[N+](=O)[O-]
→ 0	778	2.5%	i	4	4.4	1.5	24	5%	x	x	1.9	1043	-0.2	0.36	-0.2	0.026	i	31
O=C(C1Cc2ccccc2CN1C(=O)c1ccccc1)N1CCN(c2ccccc2)CC1 (stereo unspecified)
→ 10	730	x	x	x	x	x	x	-6%	1.2	1272	0.17	1008	-0.14	-0.16	-0.017	-0.077	i	20
COC(=O)c1ccc(NC(=O)Nc2ccccc2C)cc1
→ -3	696	-1.4%	i	20	2.6	2.2	7.6	1%	-1.5	572	x	x	-0.43	-0.31	-0.13	0.39	i	53
Cn1cccc1/C=N/NC(=O)c1ccc[n+]([O-])c1
→ 0	682	7.0%	i	0	2.8	2.9	7.8	2%	0.1	1080	0.82	1333	-0.26	-0.32	0.19	0.08	i	32
Cn1ccc(NC(=O)Nc2ccc(Cl)cc2Cl)n1
→ -13	586	0.4%	i	5	5.3	3.9	9.4	-7%	0.1	932	x	x	-0.56	-0.16	0.57	0.051	i	0
O=C(CSC1=NCCS1)N1CCN(c2ccc(Cl)cc2)CC1
→ x	x	-0.9%	i	-1	2.4	1.6	8.1	7%	-0.5	1285	-0.45	1586	-1.5	-0.053	-1.4	-0.3	i	47
CCc1nc(SCC(=O)N2CCCc3ccccc32)c2oc3ccccc3c2n1
→ x	x	-0.1%	i	5	2.9	1.7	8.5	30%	0.4	1435	-1.5	1137	-0.58	-0.23	-0.97	-0.22	i	41
Cc1ccsc1/C=N/N1CCN(Cc2ccccc2)CC1
→ -27	618	-1.2%	i	50	2.7	1.2	6.8	-4%	0.9	1003	0.21	1383	-0.088	-0.22	0.16	0.88	i	39
O=C(NC(=S)NNC(=O)c1ccccc1F)c1cccnc1
→ -21	620	x	x	x	x	x	x	x	3.3	1004	-0.32	1414	-0.055	-0.26	-0.061	0.37	i	43
Cc1nn(C)cc1CNC(=O)C1(C)CC1(Cl)Cl (stereo unspecified)
→ -3	720	-1.3%	i	-7	5.1	2.5	1.8	-1%	x	x	0.83	1260	-0.35	-0.31	-0.55	0.73	i	43
O=C(c1ccc([N+](=O)[O-])cc1)N(c1ccccn1)c1ccccn1
→ -2	640	-1.7%	i	-11	2.9	2.7	5.5	7%	-0.2	1618	x	x	-0.66	-0.23	-0.49	0.36	i	37
CC(NC(=O)CN1CCC(C(N)=O)CC1)c1ccccc1 (stereo unspecified)
→ x	x	-3.1%	i	-9	2.0	2.1	5.7	-2%	-8.0	922	1.1	1154	-0.6	-0.19	-0.24	1.3	i	32
CC(=O)Nc1ccc(-c2csc(Nc3cccc(C)n3)n2)cc1
→ 5	723	4.1%	i	-11	3.2	1.1	6.5	0%	-0.3	1012	-0.53	1358	-0.25	-0.16	-0.12	-0.0029	x	x
COc1ccccc1NC(=O)NCc1nc(-c2ccc(C(F)(F)F)cc2)no1
→ 4	681	x	x	x	x	x	x	9%	1.2	1305	0.2	1158	0.48	-0.23	0.66	-0.72	i	16
COc1ccc([N+](=O)[O-])cc1N(CC(=O)Nc1ccccc1C(=O)N1CCCC1)S(C)(=O)=O
→ -2	737	0.1%	i	1	2.3	1.8	1.1	-1%	-0.5	1131	0.28	1339	0.16	-0.15	0.26	-0.36	i	22
C=CCn1cnc2c(c1=O)c1nc3ccccc3nc1n2-c1ccc(C)cc1
→ 3	732	0.5%	i	-2	3.6	1.6	9.1	7%	-1.3	1184	-0.08	1082	1.1	-0.13	1.2	-0.55	i	53
CC(=O)CSc1nc2ccc(Nc3nc(N4CCOCC4)nc(N4CCOCC4)n3)cc2s1
→ -12	666	-3.5%	i	-8	3.5	3.0	5.3	4%	-1.8	1086	-2.6	1169	0.44	-0.17	0.47	0.15	i	31
Brc1ccc(/C=N/Nc2ccccn2)cc1
→ 3	806	-0.9%	i	1	3.7	1.8	3.0	8%	0.2	1092	0.51	1071	-0.77	-0.26	-0.47	1.3	i	54
Cc1nc(C)c(C(=O)N/N=C/c2cn(C)c3ccccc23)s1
→ 16	892	-2.9%	i	34	2.2	1.8	9.5	-2%	1.8	1081	0.56	929	-1.1	-0.26	0.11	0.74	i	26
CCOC(=O)C1CCN(c2ccc(Cl)nn2)CC1
→ 5	766	-1.6%	i	-4	2.4	1.9	6.3	3%	-2.2	1185	0.77	1166	1.1	-0.3	1.2	-0.86	i	22
CCN(CCn1cccn1)C(=O)CC1C(=O)NCCN1Cc1ccc(F)c(F)c1 (stereo unspecified)
→ -6	739	0.5%	i	-4	3.1	1.6	10	x	-1.5	983	-0.49	1444	0.086	-0.22	0.56	-0.55	i	10
O=C(Cn1c(C(F)(F)F)nc2ccccc21)OCC(=O)c1c[nH]c2ccccc12
→ -14	689	-1.7%	i	-3	10	1.9	12	24%	-1.9	1103	0.63	1532	0.034	-0.077	0.16	-0.62	i	51
COc1cc(CNCc2cccnc2)ccc1OCc1ccccc1
→ -3	728	-0.3%	+	1.8*	1.6	1.1	9.1	8%	1.4	1104	1.8	1030	0.16	-0.24	0.15	0.33	i	33
CCC1CCC/C1=N\NC(=O)c1cc(C)[nH]n1 (stereo unspecified)
→ -10	772	-4.6%	i	-7	1.2	1.5	5.7	-2%	-6.0	1038	0.73	922	0.33	-0.058	0.61	-0.5	i	39
O=C(c1cc2ccccc2o1)N1CCCCCC1
→ -14	795	-1.4%	i	-3	3.7	1.8	7.1	-6%	-1.4	1094	0.63	1024	-1.3	-0.27	-0.63	1.6	i	39
Cc1cc2c(cc1C)NC(=O)CC(C(F)(F)C(F)(F)C(F)(F)F)=N2
→ 7	789	1.7%	i	2	2.8	2.7	3.3	-8%	0.9	1061	x	x	0.36	-0.18	0.18	-0.9	i	33
COc1cccc(N(CC(=O)N2CCN(C)CC2)S(=O)(=O)c2ccccc2)c1
→ x	x	1.7%	i	-11	2.3	2.0	8.0	-3%	1.5	896	1.1	1317	-0.49	-0.2	-0.068	0.55	i	19
Cc1c(NC(=S)NC(NC(=O)C(C)C)C(Cl)(Cl)Cl)c(=O)n(-c2ccccc2)n1C (stereo unspecified)
→ -20	730	-0.2%	i	10	6.4	1.4	7.3	0%	1.6	547	-0.35	1238	-0.19	-0.23	-0.034	0.1	i	47
Cc1nn(-c2ccccc2)c(=O)c2noc(C)c12
→ -3	704	x	x	x	x	x	x	-6%	2.1	941	x	x	1.6	-0.25	0.74	-1.3	i	50
COc1cc(CNc2ccc(O)cc2)cc(Br)c1OCc1ccccc1F
→ 12	581	-2.2%	i	16	3.2	0.8	4.2	14%	0.9	966	0.98	1150	-1.5	-0.2	-0.86	0.29	i	45

Bioassay records deposited in PubChem BioAssay by several laboratories.
